# LMPTP block: LMPTP phosphatase inhibitors, primary screen, biochemical, fluorescence intensity, uHTS; recombinant LMPTP-A, OMFP fluorogenic substrate; inhibition, % at 20 µM; 360,000 compounds, 0.22% hits; AID 651560, 2012;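 active = compounds that cut the enzyme signal by at least half of the control window in the single-dose screen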;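 also: plate controls were DMSO wells with enzyme plus substrate for no effect and substrate without enzyme for full effect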
#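 Test system – LMPTP-A phosphatase enzyme · Quantity – 0.625 nM LMPTP-A final · Reagent – OMFP substrate, 400 µM final · Dosing – one test concentration per compound, 20 µM, with 3% DMSO overall · Timing – 50 min enzyme reaction at room temperature, protected from light · Detection – fluorescence intensity · Controls – substrate-only low control, DMSO enzyme-plus-substrate high control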
# CSN deneddyl inh: inhibitors of CSN-mediated cullin deneddylation, primary screen, biochemical, fluorescence polarization, uHTS; inhibition, % at 12.5 µM; Purified CSN, SCF-Nedd8-OG deneddylation; 360,000 compounds, 0.38% hits; AID 651999, 2013; COP9 signalosome complex subunit 5 (Homo sapiens), Q92905;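 active = pattern-corrected inhibition above about 35%, with an unprinted fluorescence ratio check between 0.5 and 1.5, limit read from the data, passing the limit was not always enough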;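 also: 0% = enzyme with substrate and 100% = substrate without enzyme; some results filed as inactive read as strong as hits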
#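 test system = HEK293T-derived human Csn5 enzyme | amount = 0.24 nM Csn5 enzyme, final concentration | medium = Tris/NaCl/DTT buffer, pH 7.5 | schedule = 90 min reaction at room temperature | signal = FP | evaluation = inhibition of Csn5 cleavage, % | compound dosing = single dose of 12.5 µM compound with 0.25% DMSO | probe or stimulus = 10 nM SCFSkp2-Nedd8OG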
# Tb MetRS inh: T. brucei MetRS inhibitors, primary screen, biochemical, luminescence; methionyl-tRNA synthetase (Trypanosoma brucei brucei); purified T. brucei MetRS, ATP depletion, Kinase-Glo luminescence; inhibition, % at 11.9 µM; 360,000 compounds, 0.4% hits; AID 624268, 2012;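 active = inhibition above a per-plate cutoff of the control wells' mean inhibition plus 3 SD, cut at about 5.5% in these data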;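 also: 0% = DMSO wells median and 100% = median of wells with control inhibitor compound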
#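 technique = Kinase-Glo luminescence, ATP depletion format | system = purified MetRS (methionyl-tRNA synthetase) enzyme from Trypanosoma brucei | timing = 15 min preincubation, 2 h reaction, all 25 °C | evaluation = percent inhibition versus plate control medians | dosing = single dose, 11.9 µM final nominal, 0.9% final DMSO | also added = substrates ATP, L-methionine and bulk Escherichia coli tRNA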
# Scp-1 inhibitor: Scp-1 phosphatase inhibitors, primary screen, biochemical, colorimetric, uHTS. inhibition, % at 20 µM. 340,000 compounds, 0.88% hits. Recombinant Scp1, phosphopeptide, malachite green phosphate absorbance. Carboxy-terminal domain RNA polymerase II polypeptide A small phosphatase 1 (Homo …;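 active = inhibition above about 50% at 20 µM, limit read from the data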;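 also: plate controls were DMSO wells with enzyme for no effect and wells lacking enzyme for full effect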
#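 System: SCP-1 catalytic domain; Reagent: Phospho 17-mer peptide substrate; Doses: one concentration, 20 µM, with 1.0% DMSO; Incubation: 45 min room-temperature reaction, 5 min colour, 30 min stabiliser; Signal: Phosphate-binding colour reagent, absorbance read at 630 nm.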
# DNMT1 inh: human DNMT1 methyltransferase inhibitors, primary screen, biochemical, molecular beacon, fluorescence, HinP1I cleavage, uHTS; inhibition (reported as % activation of signal), % at 10 µM; AID 588458, 2011; 360,000 compounds, 0.83% hits; in the data active = inhibition above about 50%
# STEP block: STEP phosphatase inhibitors, primary screen, biochemical, fluorescence intensity, uHTS; 360,000 compounds, 0.25% hits; inhibition, % at 20 µM; Tyrosine-protein phosphatase non-receptor type 5 (Homo sapiens), P54829; AID 588621, 2011; recombinant STEP, OMFP fluorogenic substrate;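 active = inhibition at 20 µM, scaled per plate between control wells, above about 37%, limit read from the data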;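 also: 0% = DMSO with enzyme and substrate and 100% = substrate only without enzyme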
# Target sequence (P54829 whole entry, looked up): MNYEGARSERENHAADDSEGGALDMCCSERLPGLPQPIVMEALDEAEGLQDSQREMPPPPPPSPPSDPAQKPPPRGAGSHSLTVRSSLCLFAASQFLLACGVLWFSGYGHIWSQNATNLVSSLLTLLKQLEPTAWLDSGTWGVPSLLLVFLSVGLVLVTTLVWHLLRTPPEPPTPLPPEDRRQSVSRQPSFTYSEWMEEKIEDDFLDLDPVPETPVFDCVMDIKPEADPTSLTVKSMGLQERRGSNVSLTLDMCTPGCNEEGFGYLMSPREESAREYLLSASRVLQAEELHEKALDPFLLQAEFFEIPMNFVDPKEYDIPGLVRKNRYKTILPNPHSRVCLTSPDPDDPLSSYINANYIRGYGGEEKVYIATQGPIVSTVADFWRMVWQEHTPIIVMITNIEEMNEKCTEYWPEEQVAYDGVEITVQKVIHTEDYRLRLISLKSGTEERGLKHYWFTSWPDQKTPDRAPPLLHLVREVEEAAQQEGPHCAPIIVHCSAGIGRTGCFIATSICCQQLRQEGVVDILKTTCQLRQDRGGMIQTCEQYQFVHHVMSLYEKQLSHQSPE
#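 System: isolated STEP enzyme; schedule: 20 min enzyme reaction at room temperature, protected from light; medium: Bis-Tris buffer pH 6.0, 2.5 mM DTT, 0.005% Tween 20; signal: fluorescence, 480/540 nm; dosing: single compound dose of 20 µM, 1% DMSO final; also added: OMFP substrate, 25 µM final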
# SUMO1 PPI mod: modulators of SUMO1 protein-protein interactions, primary screen, biochemical, uHTS; Small ubiquitin-related modifier 1 (Homo sapiens), P63165; inhibition, % at 20 µM; SUMO1 binding to a labelled peptide, TR-FRET, 1 h; 360,000 compounds, 0.33% hits; in the data active = inhibition above about 37%
# Target sequence (P63165 whole entry, looked up): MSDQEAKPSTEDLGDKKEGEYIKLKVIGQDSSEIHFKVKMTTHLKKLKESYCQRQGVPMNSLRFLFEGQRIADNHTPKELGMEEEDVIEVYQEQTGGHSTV
# NadD block: inhibitors of S. aureus NadD, primary screen, biochemical, colorimetric, uHTS; purified NadD enzyme, colorimetric absorbance read-out; inhibition, % at 20 µM; 360,000 compounds, 0.78% hits; in the data active = inhibition above about 26%; also: some compounds past the cut are filed as inactive
# MLLE-PAM2 inh: inhibitors of PABP1 MLLE–PAM2 peptide binding, primary screen, biochemical, fluorescence polarization, FITC-PAM2, GST-MLLE; Polyadenylate-binding protein 1 (Homo sapiens), P11940; inhibition, % at 20 µM; 360,000 compounds, 0.36% hits; in the data active = inhibition above about 35%, passing the limit was not always enough;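 also: plate controls were DMSO wells with GST-MLLE for no effect and wells lacking GST-MLLE protein for full effect; some results filed as inactive read as strong as hits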
# Rpn11 inh: Rpn11 (PSMD14) deubiquitinase inhibitors, primary screen, biochemical, fluorescence polarization, uHTS. 26S proteasome non-ATPase regulatory subunit 14 (Homo sapiens), O00487. calls only at 20 µM. human 26S proteasome, Ub4-pepOG fluorescence polarization; 20S core pre-blocked with epoxomicin. 360,000 compounds, 0.59% hits;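 active = inhibition at 20 µM, scaled to each plate's controls, above about 33%, limit read from the data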
# Target sequence (O00487 whole entry, looked up): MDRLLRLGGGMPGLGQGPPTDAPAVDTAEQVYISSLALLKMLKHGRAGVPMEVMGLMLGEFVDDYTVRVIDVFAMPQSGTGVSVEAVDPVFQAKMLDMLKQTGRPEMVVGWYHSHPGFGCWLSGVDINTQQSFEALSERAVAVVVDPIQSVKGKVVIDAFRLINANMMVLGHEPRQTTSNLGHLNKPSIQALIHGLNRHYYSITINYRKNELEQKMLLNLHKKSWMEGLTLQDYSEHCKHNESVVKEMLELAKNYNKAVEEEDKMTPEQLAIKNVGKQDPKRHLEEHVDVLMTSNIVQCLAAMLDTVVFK
# Starred values were filed as active, the others as inactive; i = inactive; nt = not tested or not shown.
# The first 3 entries (preview)
SMILES,LMPTP block,CSN deneddyl inh,Tb MetRS inh,Scp-1 inhibitor,DNMT1 inh,STEP block,SUMO1 PPI mod,NadD block,MLLE-PAM2 inh,Rpn11 inh
CCc1cc(C(=O)N2CCCC(C(=O)c3cccc4ccccc34)C2)n(C)n1 (centres undefined),-0.4,-3,-0.5,-7,0,4,-4,3,3,i
CCOc1ccc(N(CC(=O)NC2CCCCC2)C(=O)CCC(=O)Nc2nccs2)cc1,-1.5,1,0.0,-10,-1,-1,-7,-6,-12,i
Cc1ccc2c(c1)C1CN(C)CCC1N2C(=O)COc1ccc(N(C)S(=O)(=O)c2cccs2)cc1 (centres undefined),1.3,2,0.3,-20,-3,1,-3,-2,-9,i

# Results, repeating the preview:
SMILES,LMPTP block,CSN deneddyl inh,Tb MetRS inh,Scp-1 inhibitor,DNMT1 inh,STEP block,SUMO1 PPI mod,NadD block,MLLE-PAM2 inh,Rpn11 inh
CCc1cc(C(=O)N2CCCC(C(=O)c3cccc4ccccc34)C2)n(C)n1 (centres undefined),-0.4,-3,-0.5,-7,0,4,-4,3,3,i
CCOc1ccc(N(CC(=O)NC2CCCCC2)C(=O)CCC(=O)Nc2nccs2)cc1,-1.5,1,0.0,-10,-1,-1,-7,-6,-12,i
Cc1ccc2c(c1)C1CN(C)CCC1N2C(=O)COc1ccc(N(C)S(=O)(=O)c2cccs2)cc1 (centres undefined),1.3,2,0.3,-20,-3,1,-3,-2,-9,i
N#Cc1ccc(CSc2nnc3ccccn23)cc1,0.8,-4,-0.3,-3,1,-4,22,4,-7,i
CN(C)N1C(=O)/C(=C/c2ccco2)SC1=Nc1ccccc1,0.1,-5,-1.1,-4,-5,0,-4,-2,11,i
COCCCN1C(=O)C(=O)/C(=C(/O)c2ccc(S(=O)(=O)N3CCCCC3)cc2)C1c1ccc(O)c(OC)c1 (centres undefined),-1.8,-2,0.0,-3,-4,1,-11,5,16,i
COc1ccc(CC(=O)OC(C)C(=O)c2ccc(C)cc2)cc1 (centres undefined),0.8,-2,-0.1,-10,3,-1,-1,-2,9,i
CCOC(=O)c1[nH]c(C)c(C(=O)OCC(=O)N2CC(=O)Nc3ccccc32)c1C,-0.2,-1,0.0,-1,-1,1,1,0,-6,i
Cc1ccc(C(=O)N2CCOCC2)cc1S(=O)(=O)N1CCCCC1,-0.5,2,-0.4,-15,1,-5,-2,-1,-11,i
Cc1n[nH]c(C)c1Sc1ccccc1N,-2.3,10,0.8,-17,0,-1,0,-5,-3,i
Brc1ccc(N=Cc2ccccn2)cc1,-0.8,-5,0.0,-8,-2,-2,-5,1,-10,i
COc1ccccc1C(=O)NC(=O)COC(=O)c1ccc([N+](=O)[O-])cc1,0.4,5,-0.6,2,1,-1,-11,-6,5,i
COc1cccc(C2=NOC(C(=O)NCc3ccc(F)cc3)C2)c1 (centres undefined),-1.0,2,-0.6,-1,1,10,0,-3,4,i
CC(C)c1ncc(C(O)c2cccc3ccccc23)n1C (centres undefined),-0.6,-1,-0.3,-2,4,-2,0,-7,3,i
CN(CC(=O)Nc1ccccc1Cl)C(=O)Cn1cc(C(F)(F)F)ccc1=O,-0.4,0,-0.6,10,10,-1,8,1,-10,i
COCc1ccc(O)c2ncccc12,0.3,-8,0.7,-7,0,2,-5,0,13,i
CCCCN(C(=O)c1nn(C)c(=O)c2ccccc12)c1c(N)n(CCC)c(=O)[nH]c1=O,-1.8,-1,-0.3,-5,0,2,3,2,4,i
C1CC1C(=NN=C(C1CC1)C1CC1)C1CC1,-1.7,-2,-0.3,-5,-1,1,-2,-4,7,i
CC(C)(C)OC(=O)NCCCCc1cn(CC(=O)N2CCN(C(=O)OC(C)(C)C)CC2)nn1,0.8,2,-0.1,-4,3,2,0,2,11,i
CC(=O)c1ccc(N2C(=NC(=O)COc3ccccc3)SC3CS(=O)(=O)CC32)cc1 (centres undefined),1.1,7,-0.1,-2,3,0,-4,9,3,i
COc1ccc(C(=O)COC(=O)CCS(=O)(=O)c2ccc(C)cc2)c(OC)c1,0.0,1,-0.3,-12,-1,2,1,-6,10,i
CCC1=C(OC(=O)N(CC)CC)N2C(=O)OC(=NCCc3c[nH]c4ccccc34)[C@]2(Cc2ccccc2)[C@H]2C1=CC[C@H]1C(=O)N(CC)C(=O)[C@H]12,3.4,3,-0.2,23,-15,2,-2,13,-11,i
CCOC(=O)c1ccc(NC(=S)NCCCN2CCCCC2)cc1,-6.3,0,-0.8,-11,-2,-5,4,-11,12,i
CCn1c(SC)nnc1C1CCCN(CC(=O)Nc2ccccc2N2CCOCC2)C1 (centres undefined),-2.9,-4,0.0,-7,-1,-1,-1,-1,-13,i
CCOc1ccc(CCNC(=O)CN2CCN(Cc3ccccc3F)C2=O)cc1OCC,-1.1,4,0.3,6,3,-1,-1,-7,12,i
CN(C)S(=O)(=O)c1cccc(C(=O)OCC(=O)c2c(N)n(C)c(=O)n(C)c2=O)c1,-1.4,-4,0.2,-2,-1,0,1,-1,5,i
Cc1ccccc1S(=O)(=O)Cc1ccc(C(=O)NC(C)c2ccccc2)o1 (centres undefined),-0.4,5,-1.5,5,6,-1,6,-2,13,i
CC1Cc2ccccc2N1C(=O)/C=C/c1cccc(F)c1 (centres undefined),0.7,-2,0.2,-7,1,0,-13,-6,19,i
CC1CN(C)C(C)CC1NCc1ccc2c(c1)OCO2 (centres undefined),-1.0,-1,-0.8,-4,1,-3,-5,1,6,i
Cc1ccc(C(=O)ONc2ccc(N=NC(=O)c3ccccc3O)cc2)cc1,78*,-1,-0.4,110*,30,77*,-1,3,20,nt
O=C(NCC[C@H]1CC[C@@H](NC(=O)C2CCC2)[C@@H](CO)O1)c1cc(Cl)cc(Cl)c1,-1.6,-5,-0.1,nt,nt,nt,4,nt,nt,nt
O=S(=O)(c1ccccc1C(F)(F)F)N1C=CC(C(F)(F)F)=NCC1,0.0,-1,-0.5,-8,2,-3,-1,9,4,i
CCCCCCn1c(N2CCN(c3cccc(Cl)c3)CC2)nc2c1c(=O)[nH]c(=O)n2C,5.0,2,-0.4,3,-6,5,-2,-3,-6,i
CCOC(=O)C1CCCN(S(=O)(=O)c2ccc(S(=O)(=O)N3CCCC3)cc2)C1 (centres undefined),-0.5,1,-0.3,-6,-4,0,1,-3,8,i
Cc1ccc(N(CC(=O)N2CCCCCC2)S(C)(=O)=O)c(C)c1,0.5,-1,-0.4,nt,1,0,1,0,-9,i
Cc1cccc(OC(C)C(=O)Nc2cc(S(=O)(=O)N3CCCCC3)ccc2C)c1 (centres undefined),1.6,-4,0.1,-3,-5,2,7,-3,21,i
COc1ccc(-n2c(SCC(=O)Nc3nc(C)cs3)nnc2-c2ccoc2C)cc1,-1.4,1,0.4,-7,-1,-4,0,0,2,i
Cc1ccccc1NC(=O)CCNS(=O)(=O)c1cccc2nsnc12,-1.3,0,-1.0,4,-1,0,-29,-6,0,i
CN(CCNC(=O)c1cn(C)c2ccc(S(=O)(=O)N3CCCC3)cc2c1=O)CCc1ccccc1,-0.8,0,0.6,-6,2,-3,1,0,0,i
CN(C)S(=O)(=O)c1ccc(C(=O)OCc2ccc(C#N)cc2)cc1,0.4,0,-0.1,-20,3,-10,5,-9,-11,i
CC(=O)N(c1cccc(Cl)c1)c1nc(C)cc(C)c1C#N,0.0,-2,-0.3,-7,3,-2,0,-8,-11,i
COc1ccc(C(=O)NCCNc2nc3c(C)cccc3cc2C#N)cc1OC,-0.6,1,-0.5,6,-3,0,-6,8,10,i
Cc1cc(CN2CCN(CC(=O)Nc3cc(C(F)(F)F)ccc3-n3cncn3)CC2)no1,-1.6,-3,-0.4,-4,0,-1,4,-2,-13,i
O=C(NCc1cccnc1)c1sc2cc(Cl)ccc2c1Cl,0.9,-2,-1.8,-8,-2,4,-10,-5,0,i
CCC12CSc3nc(Cl)ccc3N1C(=O)C(=O)N2C (centres undefined),-1.9,-2,0.1,-3,1,-3,-2,-1,2,i
O=C(Nc1cccc2c1CCCC2)c1cc(C2CCCCN2C(=O)c2cccs2)on1 (centres undefined),-0.5,-4,0.0,nt,-1,2,3,-8,2,i
COc1ccccc1-c1ccc(=O)n(CC(=O)NC2CCc3ccccc32)n1 (centres undefined),-1.6,-1,-0.3,-12,1,1,9,-4,5,i
CC(=O)OCC(=O)c1ccc2ccn(C(C)=O)c2c1,-1.4,3,-0.4,-6,0,5,-1,-2,1,i
COc1ccc(C(F)(F)F)cc1N/C=C/c1nnnn1-c1ccc2ccccc2c1,0.0,7,1.4,-9,8,2,5,6,-2,i
COc1ccc(CNC(=O)c2ccc(Br)o2)cc1,0.3,-1,-0.1,-5,-2,-3,-2,-2,-3,i
CN(C)CCNC(=O)c1cccc(-c2cccc3nncn23)c1,-1.3,4,-0.3,nt,2,-1,-12,1,14,i
O=S(=O)(c1cc(C(F)(F)F)ccc1Cl)N1CCN(c2ncnc3ccccc23)CC1,3.4,6,-0.1,1,-1,-1,2,1,2,i
O=C(Nc1cccc(O)c1)c1noc2c1CCc1ccccc1-2,1.3,2,-0.7,-5,-7,0,-3,-9,17,i
COc1ccc(C)cc1NC(=O)CN(C)S(=O)(=O)c1cnc[nH]1,-0.8,-4,-1.9,-1,-3,-1,-1,-5,14,i
C#Cc1cccc(NC(=O)CSc2nnc(-c3ccc(C(F)(F)F)cn3)o2)c1,-1.1,3,-0.1,-7,-1,3,3,-2,4,i

# Screens as filed in PubChem BioAssay.
